# TGFb inhibitor – blocks TGF-b signaling. AID 588855. HepG2 CAGA-GFP TGF-b/SMAD3 reporter, GFP fluorescence, 18 h; TGF-beta stimulated, 500 pg/mL final. Potency, µM (series often up to 46.1 µM), for inactives: at the top dose activity, negative = inhibition, most hits filed as inhibitors. hit rate 1.2% among 410,000; further: on the % scale 0 is the no-effect control and ±100 the full control effect; nearly all actives have a fitted effect of over 65% in size
#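 HEPG2 CAGA-GFP reporter cells (1000/well, DMEM with 1% FBS) received compounds, then recombinant TGF-beta at 500 pg/mL final for 18 hours at 37 degrees C. Per-cell GFP summed per well was normalised to unstimulated and stimulated DMSO controls before curve fitting.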
# A549 tox – kills or reduces viability of A549 cells in Nrf2 counter-screen; AID 504648; A549 ARE-Fluc cells, CellTiter-Fluor viability, 18-24 h; Potency, µM (titrated, usually from 46 µM), for the others: at the highest dose activity change, negative = cytotoxicity, usual class: inhibitors; hit rate 0.16% among 390,000; further: on the % scale 0 is the no-effect control and ±100 the full control effect
#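 A549 ARE-Fluc cells in 5% FBS OPTI-MEM, 5000 cells/well, rested 2 h then exposed to compounds in concentration-response for 18-24 h at 37 °C. Viability by CellTiter-Fluor fluorescence (Ex 405/Em 525) after 30 min; luciferase luminescence (BugLite, 15 min, RT) read afterwards.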
# ATXN viability – cell viability loss in ATXN counter-screen. S2 cells (HEK-293 line with an ATXN2-luciferase reporter) viability, CellTiter-Fluor protease fluorescence, 24 h. Potency, µM (doses to about 56.7 µM), hits mostly cytotoxic. hit rate 0.49% among 400,000; further: nearly all actives have a fitted effect of over 40% in size
# Nrf2 activator – Nrf2 pathway activation. hit rate 0.31% among 410,000. AREc32 ARE-luciferase reporter (MCF7-derived line), luminescence, 24 h. Potency, µM (highest dose often 46.1 µM), without a hit: at the top dose activation, usual class: activators; further: % of control where 0% means no effect; nearly all actives have a fitted effect of over 65% in size
#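 Steps: seed AREc32_Fluc cells (1000/well, 5% FBS OPTI-MEM); incubate overnight at 37 deg C; add 23 nL compound; incubate 24 hr; add Steady-Glo; hold 30 min RT; read luminescence.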
# ATXN2 expr inh – ATXN2 expression inhibition; HEK-293 ATXN2-luciferase reporter, luminescence, 24 h; Potency, µM (doses to about 57 µM), without a hit: at the highest dose activity change, negative = inhibition, actives largely listed as inhibitors; hit rate 0.72% among 360,000; AID 1745845; further: on the % scale 0 is the no-effect control and ±100 the full control effect; nearly all actives have a fitted effect of over 55% in size
#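 qHTS (up to 57 uM final) was run with 24 h compound exposure of reporter cells at 37 °C. Each well was multiplexed: SteadyGlo luminescence measured ATXN2-luciferase expression after a fluorogenic Gly-Phe-AFC viability readout (25 uM final).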
# Nrf2 inh – Nrf2 pathway inhibition | A549 ARE-Fluc reporter, luciferase luminescence, 18-24 h | Potency, µM (highest dose often 46 µM), for inactives: top-dose activity change, negative = inhibition, actives largely listed as inhibitors | hit rate 2.1% among 360,000 | AID 504444; further: on the % scale 0 is the no-effect control and ±100 the full control effect; nearly all actives have a fitted effect of over 60% in size
#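 A549 ARE_Fluc cells, 5000/well, 5% FBS OPTI-MEM; compounds in dose-response, 18-24 h at 37 °C/5% CO2; CellTiter-Fluor viability read (Ex 405/Em 525), then BugLite luciferase luminescence = Nrf2 activity.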
# EPAC2 antagonist – antagonists of human EPAC2. EPAC2 GEF exchange of Rap1B-BODIPY-GDP, fluorescence. Q8WZA2. Potency, µM (titrated, usually from 114 µM), without a hit: at the top dose activity, negative = inhibition, most hits filed as inhibitors. AID 720708. hit rate 0.18% among 360,000; further: on the % scale 0 is the no-effect control and ±100 the full control effect; nearly all actives have a fitted effect of over 45% in size; many of its hits are not listed in these tables
# Target sequence (Q8WZA2 whole entry, looked up): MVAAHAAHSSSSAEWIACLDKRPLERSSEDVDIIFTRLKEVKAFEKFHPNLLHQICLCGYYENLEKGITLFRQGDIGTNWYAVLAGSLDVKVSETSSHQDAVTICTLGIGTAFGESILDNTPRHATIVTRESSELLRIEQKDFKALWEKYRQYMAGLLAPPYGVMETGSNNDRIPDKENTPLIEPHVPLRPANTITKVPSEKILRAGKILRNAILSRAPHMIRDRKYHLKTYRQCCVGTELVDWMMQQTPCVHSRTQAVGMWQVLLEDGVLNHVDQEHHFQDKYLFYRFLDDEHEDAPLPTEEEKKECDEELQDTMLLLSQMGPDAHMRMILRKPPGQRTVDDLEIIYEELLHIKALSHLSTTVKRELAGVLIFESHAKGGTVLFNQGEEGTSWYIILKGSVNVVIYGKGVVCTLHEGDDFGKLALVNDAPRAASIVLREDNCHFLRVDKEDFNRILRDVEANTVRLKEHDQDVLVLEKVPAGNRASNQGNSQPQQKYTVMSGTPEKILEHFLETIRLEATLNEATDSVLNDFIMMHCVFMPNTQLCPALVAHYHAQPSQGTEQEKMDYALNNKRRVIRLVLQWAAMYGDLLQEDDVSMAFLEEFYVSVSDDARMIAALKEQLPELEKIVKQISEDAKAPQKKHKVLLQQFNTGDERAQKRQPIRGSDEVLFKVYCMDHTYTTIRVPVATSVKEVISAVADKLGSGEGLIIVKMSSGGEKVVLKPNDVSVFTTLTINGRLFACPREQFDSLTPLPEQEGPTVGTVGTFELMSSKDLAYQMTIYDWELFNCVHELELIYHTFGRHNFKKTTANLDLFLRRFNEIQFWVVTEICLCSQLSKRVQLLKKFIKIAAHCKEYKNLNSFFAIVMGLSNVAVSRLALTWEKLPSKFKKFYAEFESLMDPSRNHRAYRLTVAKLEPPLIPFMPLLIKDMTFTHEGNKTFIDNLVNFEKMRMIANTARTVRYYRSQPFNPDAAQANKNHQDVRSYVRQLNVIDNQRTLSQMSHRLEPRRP
# HepG2 tox – counter-screen for TGF-b inhibitors: cytotoxicity in HepG2 cells. Potency, µM (highest dose often 46.1 µM), for inactives: at the top dose activity change, negative = cytotoxicity, most hits filed as cytotoxic. HepG2 CAGA-GFP viability, ATP luminescence, 18 h. hit rate 0.76% among 410,000. AID 588856; further: some results filed as inactive show a strong effect at the top dose
#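 CellTiter-Glo luminescence gave cytotoxicity after 18 hours at 37 degrees C. The cells were HepG2 CAGA-GFP in 1% FBS DMEM, stimulated with 500 pg/mL TGF-beta after compound addition. %Activity was normalised to no-cell wells (complete cell-killing) and DMSO (no toxicity), and curves were fitted and classified.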
# MCF10A rereplic – inducers of DNA re-replication in MCF 10A breast cells | MCF 10A DNA re-replication, Hoechst nuclear intensity, 48 h | hit rate 2.9% among 350,000 | AID 624296 | Potency, µM (top dose mostly 46.1 µM), for the others: at the highest dose activity, positive = re-replication, usual class: activators; further: % of control where 0% means no effect; nearly all actives have a fitted effect of over 50% in size
# * marks the source's active call; other numbers are inactive results; i = inactive; ? = inconclusive; nt = no result given; & = joins results of further samples; [ ] = another dose, or the depositor's remark. The call rests on the fitted dose curve; in most records, active means well fitted curve in the direction sought with a large enough effect; inconclusive means small, poorly fitted or top-dose-only effect, or another doubt; inactive means no such curve, though single readings can be large; an effect the other way counts as inactive or inconclusive. Potency means the concentration at half of the fitted maximal effect. An excerpt, so the mix of outcomes need not match the whole.
# Each structure is followed by: TGFb inhibitor	A549 tox	ATXN viability	Nrf2 activator	ATXN2 expr inh	Nrf2 inh	EPAC2 antagonist	HepG2 tox	MCF10A rereplic
(1) S=c1[nH]nc(-c2ccccn2)n1/N=C/c1ccc(-c2ccccc2Br)o1
 : 1%	0%	i	0.4%	114%[activator]	?	4%	-32%	?
(2) Cc1ccc(C2=NC(C(F)(F)F)(C(F)(F)F)c3c(n(-c4ccc(F)cc4)c(=O)[nH]c3=O)N2)cc1
 : ?	-13%	i	0.2%	-12%	21µM*	3%	-15%	?
(3) CCN(c1ccccc1)S(=O)(=O)c1ccc(OC)c(NC(=O)Cc2ccc(OC)c(OC)c2)c1
 : ?	-14%	i	0.0%	-23%	?	-16%	-14%	-4%
(4) Cc1cccc(-c2nc(C#N)c(NCC3CCCO3)o2)c1 (configuration not stated)
 : -11%	2%	i	3.3%	21%	17%	7%	-158%	1%
(5) CCc1cccc(C)c1NC(=O)c1cc(-c2ccncc2)nc2ccccc12
 : -2%	-8%	i	0.5%	3%	-18%	-5%	-22%	11%
(6) CC[C@]12c3[nH]c4cc(CCC(=O)N(C)C)ccc4c3CCN1C(=O)[C@@H](CC(=O)NCc1ccco1)C[C@@H]2C(=O)N1CCN(C(=O)C2CC2)CC1
 : -1%	6%	i	2.1%	-7%	1%	9%	3%	-1%
(7) Cc1c(NC(=O)C(C)N2C(=O)C3CCCCC3C2=O)c(=O)n(-c2ccccc2)n1C (configuration not stated)
 : 9%	-7%	i	0.3%	5%	22%	1%	4%	-4%
(8) O=C(CN1C(=O)/C(=C/c2ccccc2)SC1=S)Nc1ncc(Cc2ccccc2)s1
 : 3%	-1%	?	0.5%	8%	0%	-3%	16%	0%
(9) Cc1ccc(S(=O)(=O)N2CCCC(C(=O)NCCc3ccccc3)C2)cc1 (configuration not stated)
 : -21%	1%	i	0.0%	2%	8%	-20%	-1%	?
(10) COc1ccccc1N1CCN(C(=O)CSc2nc3ncnc(N)c3[nH]2)CC1
 : 0%	-1%	i	-0.1%	4%	8%	-2%	9%	-16%
(11) CN(c1cccc(NC(=O)CN(c2cccc(F)c2)S(C)(=O)=O)c1)S(C)(=O)=O
 : 14%	-1%	i	-0.5%	-21%	4%	3%	-18%	0%
(12) C/C(=N\NC(=O)c1nnn(-c2nonc2N)c1CSc1ccc(Cl)cc1)c1cccnc1
 : 25%	0%	i	0.1%	-11%	-7%	4%	4%	7%
(13) Cc1ccc2c(c1)N(C(=O)CCC(=O)NCc1cccc(F)c1)CCO2
 : 8%	1%	i	-0.1%	-11%	17%	-12%	3%	1%
(14) S=C(NCCc1ccccc1)Nc1ccccn1
 : -7%	?	i	3.2%	68%[activator]	3%	-1%	-18%	2%
(15) CCCOP(=O)(c1ccc(N(C)C)cc1)C(O)c1ccc(Cl)cc1 (configuration not stated)
 : -16%	-12%	i	-1.5%	-6%	-27%	-5%	-4%	-10%
(16) CCCCc1nn2c(=O)cc(COC(=O)c3ccc4c(c3)OCO4)nc2s1
 : ?	1%	i	-0.5%	-6%	6%	nt	1%	nt
(17) Cc1cc(Cl)ccc1NC(=O)CN(C)C1=NS(=O)(=O)c2ccccc21
 : 4%	0%	i	1.7%	2%	8%	0%	2%	-13%
(18) Cc1nc(Cl)c(C(=O)NCc2ccccc2)c(C)c1Cl
 : 1%	8%	nt	2.3%	-17%	?	-22%	9%	1%
(19) CC(=O)c1ccc(NC(=O)CN2C(=O)CCc3cc(S(=O)(=O)N4CCC(C)CC4)ccc32)cc1
 : ?	-4%	i	0.2%	14%	nt	nt	-1%	nt
(20) O=C(Nc1ccc(Cl)cc1C(=O)N1CCOCC1)c1ccco1
 : 0%	-2%	i	-0.2%	7%	3%	11%	-2%	3%
(21) COc1cccc(OCCNC(=O)c2cc(OC)c(OC)c(OC)c2)c1
 : -13%	-7%	i	-0.7%	4%	?	-12%	-13%	13%
(22) O=[N+]([O-])c1ccccc1S(=O)(=O)N/C(=N/S(=O)(=O)c1ccccc1)c1ccccc1
 : 1%	-14%	i	0.0%	0%	10%	-4%	-4%	-7%
(23) COc1ccc(-c2cc(C(=O)OCC(=O)NC3CC3)c3ccccc3n2)cc1
 : 2%	5%	i	2.8%	nt	-11%	?	-8%	2%
(24) CC1CCCN(CCS(=O)(=O)c2ccccc2)C1 (configuration not stated)
 : 5%	1%	i	?	23%	-5%	-6%	-6%	12%
(25) COC(=O)C1=C(C)N(Cc2ccccc2)C(=S)N[C@H]1c1ccccc1
 : ?	6%	i	4.3%	-18%	0%	?	-16%	-9%
(26) COC(=O)COc1cc(Br)c(/C=C2/SC(=O)N(CC(=O)N3CCCC3)C2=O)cc1OC
 : ?	-3%	i	0.3%	43%[activator]	?	-5%	-36%	0%
(27) COc1ccc(CNc2ccc3cc(S(=O)(=O)N4CCCCC4)ccc3n2)cc1
 : -23%	-30%	?	3.1%	-31%	?	nt	-20%	nt
(28) COc1ccccc1C(=O)NCc1n[nH]c(=S)n1Cc1ccccc1
 : ?	?	i	0.7%	nt	1%	19%	-2%	-4%
(29) CCOc1ccc(CCNC(=O)COC(=O)/C=C/c2ccc(C)o2)cc1OCC
 : 0%	-2%	i	-0.3%	6%	1%	-1%	-2%	0%
(30) O=C(O)c1cccc2c1C(=O)N(Cc1ccncc1)C2
 : 0%	nt	i	-0.2%	6%	8%	8%	6%	-1%
(31) CCOC(=O)c1sc2nc3n(c(=O)c2c1C)CCC3
 : -21%	-5%	i	5.5%	50%[activator]	?	-7%	-16%	9%
(32) COc1ccccc1OCC(=O)Nc1nc(-c2ccc(S(=O)(=O)N3CCOCC3)cc2)cs1
 : -16%	-6%	i	2.1%	-3%	nt	4%	0%	14%
(33) CCOCCCNC(=O)c1ccc(CS(=O)(=O)c2cccc(C(F)(F)F)c2)o1
 : 5%	3%	i	0.0%	4%	-2%	-11%	1%	-5%
(34) CCS(=O)(=O)N1Cc2cc(C(=O)N(C)C)nc(-c3cccc(-c4ccc(F)cc4)c3)c2[C@@H]1CCO
 : nt	nt	i	-0.8%	3%	nt	-2%	nt	nt
(35) CC1C(=O)C(C)(C)C(=O)OC1c1ccccc1 (configuration not stated)
 : -7%	8%	i	-0.6%	-33%	-2%	10%	-9%	?
(36) COC(=O)c1ccc(C23CC4(C2)[C@H](CN(Cc2cccnc2)[C@@H]4c2ccccc2)C3c2ccc(C(F)(F)F)cc2)cc1 (some centres not stated)
 : 6%	-6%	?	-0.4%	-9%	-17%	6%	-4%	0%
(37) COc1ccc(OCc2cc(C(=O)N3C[C@@H](C)O[C@@H](C)C3)no2)c(Cl)c1
 : 11%	12%	i	4.8%	33%	?	-3%	12%	0%
(38) CCCCN1C(=O)CC(C(=O)OCC)=C1C
 : -5%	10%	i	-0.1%	nt	-13%	-7%	-2%	1%
(39) Cc1nc2sccn2c(=O)c1S(=O)(=O)Nc1cccc(Cl)c1C
 : -12%&-4%	1%&1%	i	-1.5%&-0.8%	-39%&-15%	8%&-1%	-10%	-20%&-19%	-1%
(40) COc1cccc(C(=O)N2CCC[C@H]2C(=O)N2CCC[C@H]2C(=O)N(C)Cc2ccccc2)c1
 : nt	nt	i	0.0%	9%	nt	9%	nt	nt
(41) Cc1cc(C(=O)O)ccc1-n1c(C)cc(/C=C(/C#N)C(=O)Nc2ccccc2)c1C
 : 18%	1%	i	-0.4%	-16%[11.3 µM]	5.8µM*	-19%	7%	?
(42) CCc1ccc(NC(=O)Cn2c(=O)n(CCCCC(=O)NCCc3ccc(Cl)cc3)c(=O)c3ccccc32)cc1
 : 1%	0%	i	-1.5%	3%	3%	nt	-3%	nt
(43) COc1ccc(C(=O)OCC(=O)c2c[nH]c3ccccc23)cc1OC
 : 19%	5%	i	6.3%	10%	-1%	0%	1%	19%
(44) COC(=O)Nc1ccc(Cn2cc(C(F)(F)F)ccc2=O)cc1
 : 9%	8%	i	0.2%	-20%[11.3 µM]	-2%	-2%	-1%	5%
(45) CC(C)CNC(=O)c1cccc2c(-c3ccc(F)c(F)c3)coc12
 : 14%	nt	i	-0.4%[9.22 µM]	-4%	nt	?	-30%	nt
(46) COc1ccc(CNC(=O)C2CCN(c3nnc(N4CCCC4=O)s3)CC2)cc1
 : 1%	12%	i	-0.2%	-11%	10%	2%	-1%	-7%
(47) Cc1cc(S(=O)(=O)NCCCN2CCOCC2)c(Cl)cc1Cl
 : -1%	2%	i	-0.3%	10%	-3%	9%	11%	28%
(48) C[C@@H]1CN([C@@H](C)CO)C(=O)c2cc(C#CCN(C)C)cnc2O[C@H]1CN(C)Cc1ccc2c(c1)OCO2
 : 18%	nt	?	-0.8%	8%	nt	3%	4%	nt
(49) Cc1cc(NC(=O)Nc2ccccc2[N+](=O)[O-])n(C)n1
 : -1%	0%	i	0.1%	-13%	?	10%	-18%	-5%
(50) CN(Cc1cnccn1)Cc1nc(Cc2ccccc2F)no1
 : -18%	-2%	?	-0.4%	5%	8%	-9%	-1%	-2%
(51) CCn1cc([N+](=O)[O-])c(C(=O)Nc2ccn(Cc3ccccc3F)n2)n1
 : 2%	13%	i	0.0%	-9%	6%	-3%	-10%	-7%
(52) COc1cccc(-c2nc(CS(=O)(=O)CC(=O)N3CCN(c4ccccc4)CC3)c(C)o2)c1
 : 11µM*	-15%	nt	-0.6%	nt	?	nt	-12%	nt
(53) COc1ccc(OC)c(C(=O)NC(CC(N)=O)c2ccc(N3CCC(N4CCCCC4)CC3)c([N+](=O)[O-])c2)c1 (configuration not stated)
 : -12%	0%	i	2.1%	9%	0%	11%	-18%	19%
(54) Cc1ccc(-n2c(=O)c3c4c(sc3n(CC(=O)C(C)(C)C)c2=O)CCCCC4)cc1C
 : ?	-14%	?	-0.1%	5%	-18%	nt	-21%	nt
(55) CC1CCN(CCCn2c(SCC(=O)Nc3ccccc3Cl)nc3ccccc3c2=O)CC1
 : 0%	-13%	?	6.8%	?	18%	9%	-68%	?
(56) CCNC(=O)C1(C)CCCN1C(=O)c1ccc(-c2ccccc2)cc1 (configuration not stated)
 : -4%	nt	i	-1.4%	8%	nt	8%	-1%	nt

# High-throughput results as filed in PubChem BioAssay.
